Source: PubChem BioAssay (several laboratories)
LMP1 NFkB inh: inhibitors of Epstein-Barr LMP1-induced NF-kappaB reporter; LMP1-induced NF-kappaB luciferase reporter cells, luminescence; 0.69% of 350,000 active; inhibition, % at 12.5 µM; in the data active = inhibition above about 41%;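 also: 0% = neutral control wells and 100% = reference inhibitor control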
LRH-1 inv ag: suppresses constitutive activity of human LRH-1. 0.13% of 360,000 active. O00482. HEK293T StAR-luciferase reporter, LRH-1 transfected, 24 h. inhibition, % at 3.6 µM. AID 602396;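 active = inhibition above the mean inhibition of all tested compounds plus 3 SD, cut at about 73% in these data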;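 also: 0% = DMSO wells and 100% = reporter-only cells lacking LRH-1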
NOD2-RIPK2 inh: NOD2-RIPK2 protein interaction inhibition; inhibition, % at 4.98 µM; 0.38% of 360,000 active; CHO BLA complementation NOD2-RIPK2, CCF4 ratio; O43353; in the data active = inhibition above about 21%;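 also: 0% = vehicle only and 100% = reference blocker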
TLR9-MyD88 block: TLR9-MyD88 interaction inhibition | Q9NR96+Q99836 | CHO BLA complementation TLR9-MyD88, CCF4 FRET ratio | inhibition, % at 4.98 µM | 0.21% of 340,000 active;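 active = inhibition above the mean over all tested compounds plus 3 SD, cut at about 21% in these data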;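 also: 0% = DMSO only wells and 100% = clavulanate BLA inhibitor control wells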
NCOA3 inh: human NCOA3 inhibition. Q9Y6Q9. HEK293 GAL4-SRC3 luciferase reporter, luminescence. inhibition, % at 3.6 µM. 0.17% of 360,000 active;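 active = inhibition above a per-campaign cutoff, the mean of all compounds plus 3 SD, cut at about 60% in these data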;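 also: 0% = DMSO-treated cells and 100% = gossypol-treated cells at 36 µM; higher means less SRC3-driven luciferase light from the GAL4 reporter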
NCOA2 inhibitor: human SRC2 (NCOA2) inhibition | HEK293 GAL4-SRC2 luciferase reporter, luminescence | 0.17% of 370,000 active | inhibition, % at 9 µM | Q15596;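 active = inhibition above the mean inhibition of all tested compounds plus 3 SD, set per campaign, cut at about 52% in these data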;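 also: 0% = DMSO treated cells and 100% = cells given Gossypol at 36 µM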
TWEAK Fn14 block: inhibitors of TWEAK-Fn14 interaction signaling; TWEAK-stimulated Fn14 reporter cells, luciferase luminescence, 8 h; 2% of 360,000 active; inhibition, % at 10 µM; in the data active = inhibition above about 50%
C8 TRAIL sens: sensitizes caspase-8 expressing cells to TRAIL; AID 624354; inhibition (viability loss, TRAIL sensitization), % at 10 µM; 1% of 360,000 active; NB7+C8 cells + TRAIL, ATPlite viability luminescence;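 active = compounds causing at least 50% loss of cell viability in the single-dose screen, relative to plate controls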
NR2F2 inh: blocks human COUP-TFII nuclear receptor | HEK293T NGFI-A luciferase reporter, luminescence | inhibition, % at 8.6 µM | 0.7% of 370,000 active;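 active = inhibition above a per-plate cutoff, mean inhibition of test wells between control levels plus 3 SD, cut at about 38% in these data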;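 also: cells cotransfected with COUP-TFII expression vector driving the NGFI-A reporter; 0% = median of COUP-TF2 test wells and 100% = reporter-only cells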
SRC1 inh: human NCOA1 inhibition; inhibition, % at 3.6 µM; 0.12% of 360,000 active; AID 588354; HEK293 GAL4-SRC1 luciferase reporter, luminescence;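 active = inhibition above the campaign mean plus 3 SD, with each screening campaign given its own cutoff, cut at about 60% in these data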;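 also: 0% = DMSO treated cells and 100% = gossypol at 36 µM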
Target sequence (Q15788 whole entry, looked up, the tested form may be a part): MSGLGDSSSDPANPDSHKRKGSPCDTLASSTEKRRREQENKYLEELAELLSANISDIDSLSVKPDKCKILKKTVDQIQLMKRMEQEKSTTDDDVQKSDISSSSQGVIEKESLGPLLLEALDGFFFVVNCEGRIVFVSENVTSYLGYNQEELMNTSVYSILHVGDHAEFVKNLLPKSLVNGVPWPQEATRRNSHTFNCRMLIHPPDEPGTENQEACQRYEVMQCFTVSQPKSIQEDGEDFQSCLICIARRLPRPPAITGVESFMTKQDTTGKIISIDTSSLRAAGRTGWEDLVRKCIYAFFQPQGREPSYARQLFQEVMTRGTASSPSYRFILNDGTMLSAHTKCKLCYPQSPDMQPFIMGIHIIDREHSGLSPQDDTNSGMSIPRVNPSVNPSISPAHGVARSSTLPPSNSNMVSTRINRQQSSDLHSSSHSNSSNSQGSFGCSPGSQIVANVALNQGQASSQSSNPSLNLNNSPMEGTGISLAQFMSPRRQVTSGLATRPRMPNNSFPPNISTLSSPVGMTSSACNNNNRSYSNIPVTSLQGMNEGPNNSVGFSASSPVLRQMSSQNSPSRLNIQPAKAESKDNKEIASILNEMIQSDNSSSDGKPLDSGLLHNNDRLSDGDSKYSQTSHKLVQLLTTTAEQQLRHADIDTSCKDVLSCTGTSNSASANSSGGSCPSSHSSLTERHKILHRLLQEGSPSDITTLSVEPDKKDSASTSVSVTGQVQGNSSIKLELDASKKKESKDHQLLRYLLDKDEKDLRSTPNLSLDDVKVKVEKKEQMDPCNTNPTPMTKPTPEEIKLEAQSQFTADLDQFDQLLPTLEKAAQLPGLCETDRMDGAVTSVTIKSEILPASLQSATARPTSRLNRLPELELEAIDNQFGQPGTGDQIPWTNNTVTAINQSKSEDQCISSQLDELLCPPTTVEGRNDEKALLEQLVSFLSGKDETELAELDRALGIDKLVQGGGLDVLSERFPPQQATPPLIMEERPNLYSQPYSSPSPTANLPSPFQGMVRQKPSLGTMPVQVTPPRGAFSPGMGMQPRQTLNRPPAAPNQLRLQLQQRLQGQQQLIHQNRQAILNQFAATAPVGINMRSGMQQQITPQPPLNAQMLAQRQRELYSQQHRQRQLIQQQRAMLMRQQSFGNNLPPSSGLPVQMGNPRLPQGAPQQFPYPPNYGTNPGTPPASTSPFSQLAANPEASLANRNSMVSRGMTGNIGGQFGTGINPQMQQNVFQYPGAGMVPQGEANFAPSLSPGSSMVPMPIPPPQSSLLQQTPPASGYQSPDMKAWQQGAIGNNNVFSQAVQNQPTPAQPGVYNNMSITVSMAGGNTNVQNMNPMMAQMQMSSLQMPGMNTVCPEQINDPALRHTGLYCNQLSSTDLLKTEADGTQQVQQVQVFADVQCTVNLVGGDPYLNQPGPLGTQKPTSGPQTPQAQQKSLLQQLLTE
TROY NFkB inh: TROY signaling inhibition; Q293 LMP1-TROYcd NF-kB luciferase reporter, 4 h; inhibition, % at 10 µM; 0.98% of 360,000 active;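 active = compounds whose plate-normalised and pattern-corrected inhibition of the luciferase reporter signal at the single screening dose is 50% or more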
Starred values were filed as active, the others as inactive; / = not tested or not shown.

SMILES	LMP1 NFkB inh	LRH-1 inv ag	NOD2-RIPK2 inh	TLR9-MyD88 block	NCOA3 inh	NCOA2 inhibitor	TWEAK Fn14 block	C8 TRAIL sens	NR2F2 inh	SRC1 inh	TROY NFkB inh
Cc1cc(C(=O)OCc2nc3ccccc3s2)c(C)o1	-26.9	-33.5	-7.1	-6.1	-49.9	-28.9	-9.5	4.3	-11.8	-40.6	-13.7
COC(=O)C1=C(CS(=O)(=O)c2ccc(Cl)cc2)NC(=O)NC1c1ccc(O)c(OC)c1 (centres undefined)	9.3	16.8	-12.7	-2.5	13.2	-32.1	5.3	-12.9	-9.4	-2.4	6.3
Clc1ccc(-c2nn3c(C4COc5ccccc5O4)nnc3s2)cc1 (centres undefined)	-11.8	-9.5	3.8	-3.6	-1.6	3.6	-31.5	-10.1	4.7	1.8	-49.6
Cc1ccc(C(=O)CCNc2ccc(F)c(Cl)c2)o1	5.9	-21.8	-12.5	-15.9	-6.5	-4.8	-0.2	8.6	-8.8	-14.0	-7.5
COc1ccc(C2CC(=O)N(C)c3ccccc3S2)cc1 (centres undefined)	6.6	12.7	-11.6	-0.1	26.8	-11.1	70.0*	-0.1	-47.0	9.2	56.9*
O=C(CSc1ncnc2ccccc12)c1cccs1	-1.8	-46.1	7.1	-2.6	-78.7	-124.6	-6.7	2.9	-16.2	-92.1	-51.2
CCn1c(/C=C/Nc2ccccc2)[n+](CC)c2cc(Cl)c(Cl)cc21	-15.1	21.1	-0.2	-0.9	10.9	3.7	-23.9	18.0	-9.2	6.7	16.9
CCCCCOc1ccc2oc(=O)c3c(c2c1)CCCN3C(=O)CN1CCCC(C(=O)OCC)C1 (centres undefined)	1.5	23.6	-3.8	3.6	18.1	-2.2	35.3	-6.9	-1.1	-13.8	29.5
O=C(CCSCc1ccccc1F)NCCc1ccccc1	-2.6	-7.8	-7.8	-4.3	-1.5	-6.8	-15.8	-0.2	-10.1	-5.7	-49.1
CCC(=O)Nc1ccc(Cl)c(NC(=O)c2ccccc2OC)c1	-20.9	-18.0	-4.6	6.6	9.8	13.6	-12.5	0.8	2.1	-2.6	6.9
O=C1CC(SCCO)C(=O)N1c1ccc(Oc2ccccc2)cc1 (centres undefined)	3.6	-3.9	-5.0	-5.3	-45.0	-11.1	24.5	-15.7	-2.3	6.5	22.8
COc1ccccc1C(=O)NCC(=O)NCCSc1ccc(Br)cc1	-3.0	-32.1	6.2	4.0	29.4	10.8	4.5	-2.8	11.9	-24.3	6.4
CC(=O)Nc1ccc(-c2c(C)cc3oc(=O)cc(-c4ccccc4)c3c2C)cc1	-3.0	49.8	12.2	3.0	12.1	3.4	5.5	-1.5	8.3	5.6	24.9
COc1ccc(-c2ccc3oc(-c4ccsc4)cc(=O)c3c2)cn1	-32.6	-21.6	-4.4	1.5	-27.4	-27.7	-25.0	28.0	-25.8	-8.4	63.3*
Cc1ccccc1OCC(=O)NNC(=O)Cn1[nH]c(=O)c2ccccc2c1=O	4.7	-10.8	-19.0	7.1	-28.4	-0.7	-6.6	-2.1	16.4	-2.6	10.9
Cc1ccccc1NC(=O)CN1C(=S)NC(C)(C)CC1C (centres undefined)	9.2	-7.1	-6.0	-7.2	17.2	-7.1	28.4	20.2	5.2	9.8	7.3
CCc1cccc(C)c1NC(=O)CN(C)Cc1cccc(F)c1	5.0	-15.6	8.4	0.4	14.9	10.6	1.1	-8.3	6.6	-6.1	6.0
C=CCNC(=O)/C(=C\c1ccc(OC)cc1)NC(=O)c1ccc([N+](=O)[O-])cc1	-0.4	13.0	11.4	10.9	13.4	3.8	-4.9	2.1	22.2	10.0	2.2
CC(C)(C)n1nnnc1C(c1cccnc1)N1CCN(c2cccc(C(F)(F)F)c2)CC1 (centres undefined)	5.6	20.0	5.9	-18.3	1.4	-6.9	-16.4	7.4	4.5	8.5	-10.6
Cc1ccc(C2SCC(=O)N2Cc2ccccc2)cc1 (centres undefined)	6.8	-1.1	-2.9	2.8	13.3	9.8	-15.7	6.5	-6.0	-17.8	1.1

9 entries out of the list, ordered by number of heavy atoms, high to low:
SMILES	LMP1 NFkB inh	LRH-1 inv ag	NOD2-RIPK2 inh	TLR9-MyD88 block	NCOA3 inh	NCOA2 inhibitor	TWEAK Fn14 block	C8 TRAIL sens	NR2F2 inh	SRC1 inh	TROY NFkB inh
CC(C)(C)n1nnnc1C(c1cccnc1)N1CCN(c2cccc(C(F)(F)F)c2)CC1 (centres undefined)	5.6	20.0	5.9	-18.3	1.4	-6.9	-16.4	7.4	4.5	8.5	-10.6
CC(=O)Nc1ccc(-c2c(C)cc3oc(=O)cc(-c4ccccc4)c3c2C)cc1	-3.0	49.8	12.2	3.0	12.1	3.4	5.5	-1.5	8.3	5.6	24.9
C=CCNC(=O)/C(=C\c1ccc(OC)cc1)NC(=O)c1ccc([N+](=O)[O-])cc1	-0.4	13.0	11.4	10.9	13.4	3.8	-4.9	2.1	22.2	10.0	2.2
COc1ccccc1C(=O)NCC(=O)NCCSc1ccc(Br)cc1	-3.0	-32.1	6.2	4.0	29.4	10.8	4.5	-2.8	11.9	-24.3	6.4
O=C1CC(SCCO)C(=O)N1c1ccc(Oc2ccccc2)cc1 (centres undefined)	3.6	-3.9	-5.0	-5.3	-45.0	-11.1	24.5	-15.7	-2.3	6.5	22.8
CCc1cccc(C)c1NC(=O)CN(C)Cc1cccc(F)c1	5.0	-15.6	8.4	0.4	14.9	10.6	1.1	-8.3	6.6	-6.1	6.0
O=C(CCSCc1ccccc1F)NCCc1ccccc1	-2.6	-7.8	-7.8	-4.3	-1.5	-6.8	-15.8	-0.2	-10.1	-5.7	-49.1
Cc1ccccc1NC(=O)CN1C(=S)NC(C)(C)CC1C (centres undefined)	9.2	-7.1	-6.0	-7.2	17.2	-7.1	28.4	20.2	5.2	9.8	7.3
Cc1ccc(C2SCC(=O)N2Cc2ccccc2)cc1 (centres undefined)	6.8	-1.1	-2.9	2.8	13.3	9.8	-15.7	6.5	-6.0	-17.8	1.1

Later entries
SMILES	LMP1 NFkB inh	LRH-1 inv ag	NOD2-RIPK2 inh	TLR9-MyD88 block	NCOA3 inh	NCOA2 inhibitor	TWEAK Fn14 block	C8 TRAIL sens	NR2F2 inh	SRC1 inh	TROY NFkB inh
C#CCOCCOCCOCCNc1nc(N2CCN(C(=O)CCCCCCCCCCNC(=O)[C@@H](CCSC)n3cc(CCO)nn3)CC2)nc(N2CCN(C(=O)CCCCCCCCCCNC(=O)[C@H](CCCN=C(N)N)n3cc(C[C@@H](C)CC)nn3)CC2)n1	37.7	-9.1	41.3*	-0.8	-3.1	/	-20.4	20.7	/	-6.1	26.0
C=C(C)CNC(=S)NNC(=O)CCn1c2ccccc2c2ccccc21	-7.8	14.8	2.2	4.2	14.9	5.9	6.8	5.3	-2.0	9.3	-4.8
O=C1CNC(=S)N1CCCc1ccccc1	-6.1	-11.5	2.8	-8.7	-27.1	/	9.2	-1.3	/	16.1	-14.9
COc1ccc(Cc2c(O)nc(SCC(=O)NC(C)(C)C)[nH]c2=O)cc1	-0.8	-2.1	7.0	-0.3	7.2	2.5	-4.3	-1.7	18.8	-24.7	12.3
CCS(=O)(=O)NCCCc1ccccc1	1.6	22.8	5.5	6.7	17.5	-21.8	-17.3	1.0	1.5	-25.8	-3.9
C=C(c1ccc(O)cc1)c1ccc(O)cc1	-14.1	-4.7	-10.8	-9.8	10.4	5.7	41.6	-16.6	-21.4	-3.0	51.5*
Cc1ccc(C(=O)N/C(=C\c2ccc(Br)cc2)c2nc(=S)[nH][nH]2)cc1	-11.3	18.3	-4.0	0.2	10.9	-5.2	-0.1	-23.3	11.7	0.4	12.4
Cc1nc2ccc(S(=O)(=O)Nc3cccc(-c4nc5cccnc5s4)c3)cc2s1	-2.9	3.3	3.6	-9.4	15.8	-10.2	-36.0	2.6	10.8	10.8	39.1
CCCc1nc2cc(C)c(Br)c(C)n2c1Cc1ccc(OC)cc1C	/	49.7	2.1	/	/	-10.1	27.0	1.0	22.4	/	-5.0
COc1ccccc1NC(=O)COc1cccc(-n2cnnn2)c1	1.1	8.7	-5.1	-1.1	4.0	2.0	14.9	2.9	-24.6	8.7	-19.3
COc1cc(NC(=O)c2cccs2)c(C(=O)OCC(=O)NCc2ccccc2)cc1OC	-1.1	2.9	-14.8	-3.0	14.6	-3.0	-19.3	-7.8	0.1	-14.1	1.5
C=CCSc1nnc2n(CCc3ccccc3)c(=O)c3c4c(sc3n12)COC(C)(C)C4	0.4	11.4	-10.8	-5.2	1.4	-7.2	-22.7	5.7	6.1	-6.7	14.3
CC(=O)OCC(=O)Nc1ccc(N=Nc2ccccc2)cc1	-22.7	-143.2	-10.8	4.8	-62.0	-26.9	12.4	6.6	-20.5	-77.5	-45.9
O=C(NCCOC(=O)C1COc2ccccc2O1)C1COc2ccccc2O1 (centres undefined)	2.5	-10.8	-2.7	-13.9	10.4	-11.5	-0.4	-1.0	4.7	-3.2	5.6
O=C(CN1C(=O)C2CCCCN2C(=O)c2ccccc21)N1CCCc2ccccc21 (centres undefined)	1.5	6.8	-11.1	0.0	-14.3	-16.9	-0.2	-6.8	5.9	3.7	-11.5
Cc1cc(=O)oc2cc(NC(=S)NCc3cccnc3)ccc12	5.2	16.7	-12.2	-5.4	0.4	-24.1	-22.4	-15.8	-6.0	-10.9	-17.8
CC12CN3CCN(CC(C3)/C1=N/NC(=O)Nc1ccccc1)C2	-6.4	-28.9	0.6	0.7	-1.4	-10.2	-13.0	3.5	-17.6	-9.2	-41.6
CCCCCOC(=O)c1ccccc1C(=O)O	3.4	2.4	1.4	-0.8	1.9	-10.9	-2.0	6.2	-10.1	-5.5	13.7
Cn1c(SCC(=O)N/N=C/C=C/c2ccco2)nc2ccccc21	-0.4	-0.8	2.6	-6.5	18.9	8.3	42.2	7.8	2.8	-17.8	-2.8
Oc1ccc(Br)cc1Cn1nnc2ccccc21	2.9	-0.3	5.8	-3.0	-13.8	-19.5	4.9	-15.8	13.2	6.8	-2.1
Cc1cccc(N2C(=O)CC(Sc3nc(C)c4c(n3)CCCC4)C2=O)c1 (centres undefined)	-5.0	-24.1	0.8	-2.2	11.9	-1.0	-10.7	12.1	-0.5	1.2	6.6
Cc1cc(=O)[nH]c2ccc(S(=O)(=O)NCc3ccccc3)cc12	0.3	11.7	0.8	-3.8	-16.9	-10.3	-18.3	-3.0	-8.4	-25.3	12.6
CCC(C)NC(=O)C1c2ccccc2C(=O)N1Cc1ccc(OC)cc1OC (centres undefined)	18.8	-0.2	-12.5	5.3	0.8	9.2	16.9	-4.6	15.5	2.6	-14.8
Cn1cc(S(=O)(=O)N2CCC(Cc3ccccc3)CC2)c(=O)n(C)c1=O	2.4	-4.8	-3.5	1.2	-2.2	25.0	13.6	-6.4	9.2	-2.6	0.6

An excerpt, so the mix of outcomes need not match the whole.
